Bioassay records as filed in PubChem.
ROC1-CUL1 inh = inhibitors of human ROC1-CUL1 ubiquitin ligase activity | E3 ubiquitin-protein ligase RBX1 (Homo sapiens) + Cullin-1 (Homo sapiens), P62877+Q13616 | in vitro K48 di-Ub FRET, acceptor:donor ratio, 45 min | inhibition, % at 10 µM | 140,000 tested, 0.6% active | AID 1347404, 2020; in the data active = inhibition above about 25%
Target sequence (P62877 whole entry, looked up): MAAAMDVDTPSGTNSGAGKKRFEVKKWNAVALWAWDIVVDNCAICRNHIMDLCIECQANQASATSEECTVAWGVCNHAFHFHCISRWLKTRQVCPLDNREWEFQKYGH
Target sequence (Q13616 whole entry, looked up): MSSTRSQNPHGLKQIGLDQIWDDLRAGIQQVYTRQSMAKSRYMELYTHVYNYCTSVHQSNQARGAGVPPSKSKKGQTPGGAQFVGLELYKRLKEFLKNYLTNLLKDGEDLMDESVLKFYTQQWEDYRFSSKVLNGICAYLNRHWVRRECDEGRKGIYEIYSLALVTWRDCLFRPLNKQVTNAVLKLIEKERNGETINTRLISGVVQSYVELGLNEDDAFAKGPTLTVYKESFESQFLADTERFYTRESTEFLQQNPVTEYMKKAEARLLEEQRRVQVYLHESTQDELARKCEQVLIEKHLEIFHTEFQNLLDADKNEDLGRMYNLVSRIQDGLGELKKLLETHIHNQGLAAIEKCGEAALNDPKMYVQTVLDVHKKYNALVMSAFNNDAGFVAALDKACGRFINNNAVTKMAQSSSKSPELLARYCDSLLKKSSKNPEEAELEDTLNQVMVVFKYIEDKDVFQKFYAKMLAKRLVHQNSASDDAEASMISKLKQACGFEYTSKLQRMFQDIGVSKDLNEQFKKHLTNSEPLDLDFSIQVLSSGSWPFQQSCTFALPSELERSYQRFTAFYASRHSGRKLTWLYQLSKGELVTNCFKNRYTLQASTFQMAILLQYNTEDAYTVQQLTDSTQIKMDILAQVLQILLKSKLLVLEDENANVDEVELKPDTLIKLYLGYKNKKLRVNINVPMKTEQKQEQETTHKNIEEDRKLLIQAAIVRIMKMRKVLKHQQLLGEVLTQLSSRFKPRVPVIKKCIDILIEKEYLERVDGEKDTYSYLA
An asterisk follows results filed as active. Some of the compounds tested; rates above refer to the full screens.

ROC1-CUL1 inh,molecule
-5.7,COc1ccc(C2=C(C=NCCc3c[nH]c4ccccc34)C(c3ccccc3C)c3ccccc3O2)cc1OC (stereo not given)
-0.8,Cc1ccc(-n2nc3ccc(NC(=O)c4oc5ccccc5c4C)cc3n2)cc1
0.2,CCOC(=O)c1cnc(Cl)c(Cl)c1Cl
8.8,CN(C)c1cnn(CC(=O)N2CCN(CC3CCCO3)CC2)c(=O)c1 (stereo not given)
-3.9,CNS(=O)(=O)c1cc(-c2nnc(Nc3ccc(OC(F)(F)F)cc3)c3ccccc23)ccc1C
-7.4,CCCC(=O)Nc1ccccc1C(=O)OC
-5.4,COc1ccccc1C(=O)Nc1ccc(OCc2cc(=O)n3cccc(C)c3n2)cc1
1.7,O=C1NC(=O)C2C1C(c1ccccc1)N1C3C(=O)NC(=O)C3C(c3ccccc3)N21 (stereo not given)
-9.8,CCc1nc2cccnc2n1-c1ccc(CC(=O)Nc2ccc(C)cc2)cc1
3.9,COc1ccc(Cl)cc1N=CCC(=O)c1ccc(-c2ccccc2)cc1
5.6,Cc1ccc(N2CCN(c3ccc(C)cc3)C2c2cccc(O)c2)cc1
11.4,CCCOc1cccc(C(=O)N2CCN(c3ccccc3C)CC2)c1
-2.7,CCCc1ccc(-c2n[nH]c3c2CN(C(=O)N2CCOCC2)CC3)cc1
-1.4,COc1ccc(Cn2c(CCC(=O)Nc3ccc(Br)c(C)c3)nc3cccnc32)cc1
4.8,C=CCOc1ccc(C(=O)C2C(=O)C(=O)N(CCN(C)C)C2c2ccc(Cl)cc2)cc1 (stereo not given)
2.2,CCN1C(=O)/C(=C2/C=Cc3ccccc3N2CC)SC1=Nc1ccc(OC)cc1
1.9,COc1ccc(N2C(=O)C(=Nc3cc(OC)ccc3OC)C(Cl)C2=O)cc1 (stereo not given)
5.2,C=CCn1c(SCCC#N)nnc1-c1ccc(Cl)cc1
-9.0,Cc1ccc(S(=O)(=O)n2cccn2)cc1
-7.9,COc1ccc(C2=NNC(c3ccccc3)C2)c(O)c1 (stereo not given)

Other entries:
ROC1-CUL1 inh,molecule
-0.6,Cc1cccc(Cl)c1OCCOCCN1CCCCC1
-2.8,Cc1ccc(NC(=O)c2ccco2)cc1F
4.0,Cc1ccc2nc3c(cc(C(=O)NCc4ccccc4)n3C)c(=O)n2c1
8.3,CCOC(=O)c1sc2ncn(CC(=O)Nc3cccc(C)c3)c(=O)c2c1C
-2.7,CC1=Nc2nc(SCc3ccccc3F)nn2C(c2ccc(C)cc2)C1C(=O)Nc1cccnc1 (stereo not given)
-1.3,Cc1ccccc1C(=O)N1CCN(c2ccc(NC(=O)c3cccs3)cc2)CC1
-2.2,COc1ccccc1NC(=O)c1ccccc1NC(=O)c1ccccc1O
1.1,COc1ccccc1N1CCN(C2CCCN(Cc3ccc(OCCO)cc3)C2)CC1 (stereo not given)
5.8,O=C(Nc1cccc(Cl)c1)c1cccc(N=Cc2ccccc2[N+](=O)[O-])c1
-0.8,CS(=O)(=O)N(CC(=O)N1CCN(c2ccc(F)cc2)CC1)c1ccc(Cl)c(C(F)(F)F)c1
6.3,CCOc1ccc(CNC(C)(C)CO)cc1Cl
-0.3,O=C(Nc1nnc(-c2ccccc2)s1)N1CCCCC1CCn1cccn1 (stereo not given)
10.0,CCOC(=O)CSc1nnc2c3sc4nc(-c5ccccc5)nc(C)c4c3ncn12
0.3,Cc1cccc(NC(=O)c2ccco2)n1
-5.0,COc1ccc(-c2noc(-c3ccc(NCc4ccco4)c([N+](=O)[O-])c3)n2)cc1OC
-6.2,CCC(=O)Nc1nnc(S(=O)(=O)N2c3ccccc3CC2C)s1 (stereo not given)
2.4,CCOc1ccc(C(=O)C2C(=O)C(=O)N(Cc3ccco3)C2c2ccc(Br)cc2)cc1 (stereo not given)
2.2,Cc1cc(C)c(Cn2c(C)c(CNCCCc3ccccc3)c(C(=O)O)c2C)c(C)c1
-0.2,CN(C)CCN1C(=O)C(=O)C(C(=O)c2cccs2)C1c1cccc(OCc2ccccc2)c1 (stereo not given)
-0.7,Cc1ccccc1NC(=O)Cn1c(=O)n(CCCCC(=O)NCc2ccccc2Cl)c(=O)c2ccccc21

(continued)
ROC1-CUL1 inh,molecule
1.3,O=[N+]([O-])c1cnc(Sc2ccnc(Sc3ncc([N+](=O)[O-])s3)n2)s1
3.5,CSCCC(C(=O)O)N1C(=O)c2c(Br)c(Br)c(Br)c(Br)c2C1=O (stereo not given)
-10.2,COc1ccc(N(CC(=O)N2CCN(c3cccc(C)c3C)CC2)S(=O)(=O)c2c(C)noc2C)cc1
-4.1,Cc1ccc(S(=O)(=O)N2CCc3cc(C(=O)Nc4c(C)cccc4C(C)C)ccc32)cc1
7.1,Cn1c(=O)[nH]c(=O)c2c1nc(N/N=C/c1ccc([N+](=O)[O-])cc1)n2Cc1ccccc1
6.5,Cc1oc(-c2ccccc2F)nc1CS(=O)(=O)CC(=O)N1CCN(c2cccc(C(F)(F)F)c2)CC1
7.7,O=C(CSc1nnc(SCc2ccc(Cl)cc2)s1)N1CCc2ccccc2C1
-6.3,COc1cccc(C(=O)Nc2nnc(-c3ccc(F)cc3)s2)c1
7.3,Cc1ccc(NS(=O)(=O)c2cc3[nH]c(=O)c(=O)[nH]c3cc2C)cc1Cl
-5.1,COc1ccc(CC2(CCC(=O)N3CCN(C4CCCCC4)C(=O)C3)CCC(=O)N2)c2ccccc12 (stereo not given)
1.2,COc1cccc(C(=O)Nc2c(C(=O)NC(C)(C)C)oc3ccccc23)c1
-13.9,CC1=C(C(=O)OCc2ccccc2)C(c2ccccc2Cl)N2C(=O)CCSC2=N1 (stereo not given)
0.8,O=C(CSc1n[nH]c(-c2ccc(Cl)cc2Cl)n1)Nc1ccccn1
5.2,CCOC(=O)c1ccccc1NC(=O)Cn1nnc2sc3c(c2c1=O)CCCC3
1.6,O=C(c1ccc(S(=O)(=O)N2CCCC2)cc1)N1CCN(C(c2ccccc2)c2ccccc2)CC1
6.6,CC(C)N(C)Cc1nnnn1CC(=O)NCC(c1ccccc1)c1ccccc1
1.7,C=CCn1c(=O)c2c(nc3n2C(C)C(C)=NN3C)n(C)c1=O (stereo not given)
3.2,O=c1c2cnc3ncnn3c2ccn1Cc1ccccc1
-1.5,CSc1nc(NCCC(C)C)c2cc[nH]c2n1
-11.8,CCOC(=O)C1=C(C)N=C(C)C(C(=O)OCC)C1c1ccc(-c2ccccc2)o1 (stereo not given)

(next part)
ROC1-CUL1 inh,molecule
-3.0,O=C1CC(c2ccc(F)cc2)C2=C(CC(c3cccs3)CC2=O)N1 (stereo not given)
6.7,Cc1cc(C)c(OCCOCCN2CCNCC2)c(Cl)c1
5.6,Cc1ccc(-c2nnc(Nc3cccc(O)c3)c3ccccc23)cc1S(=O)(=O)NCC1CCCO1 (stereo not given)
-2.8,Clc1ccnc2c1ccc1n[nH]nc12
-0.7,Oc1c(C=C2C=Nc3ccc(Br)cc32)sc(=Nc2ccccc2)n1C1CC1
-7.8,Cc1ccc(C(=O)Nc2ccc3oc(-c4ccncc4)nc3c2)c(Cl)c1
-2.5,O=C1CC(N2CCc3ccccc3C2)C(=O)N1c1ccc(Oc2ccccc2)cc1 (stereo not given)
-2.3,O=C(CN1C(=O)c2ccccc2C1=O)N1CCOc2ccc(C(O)CCc3ccccc3)cc2C1 (stereo not given)
15.1,Cc1ccc(C)c(CNC(=O)c2ccc3c(c2)nc2n3CCC(C)C2)c1 (stereo not given)
5.9,CCn1nnnc1NC(=O)NCC(c1ccccn1)N1CCOCC1 (stereo not given)
-3.5,Cc1cc(C)nc(SCCN2C(=O)c3ccccc3C2=O)n1
-1.9,COCCN(C)C(=O)Cc1c2c(n(CC(C)C)c1C)CC(C)(C)CC2=O
7.7,COC(=O)c1sccc1NC(=O)CSc1ccccn1
-6.0,COC(=O)c1ccc(C2C3C(=O)CC(c4ccc(C(C)(C)C)cc4)CC3=Nc3ccccc3N2C(=O)C2CC2)cc1 (stereo not given)
-5.3,O=C1COc2ccc(-c3cc(-c4ccc(F)cc4)c4c(n3)-c3ccccc3OC4)cc2N1
4.1,CSc1nncn1/N=C\c1ccco1
0.3,COc1ccc(N2CCN(C(=O)c3cnc(N4CCOCC4)c4ccccc34)CC2)cc1
-10.1,Cc1ccc(-n2nnc(C(=O)NC(C)C)c2-c2ccco2)cc1
11.7,Cc1cc(C)c2c(=O)c(CN(C)C)c(C)[nH]c2c1
4.7,CC1CCCN(c2ncnc3c2nc2n3CCCCC2)C1 (stereo not given)

Given with bars between the fields: part of the list above
mol | ROC1-CUL1 inh
O=C1COc2ccc(-c3cc(-c4ccc(F)cc4)c4c(n3)-c3ccccc3OC4)cc2N1 | -5.3
CSc1nncn1/N=C\c1ccco1 | 4.1

Next part
ROC1-CUL1 inh,molecule
0.9,CC(=O)Nc1ccc(Oc2cc(NC(=O)c3cnn4c(C(F)F)cc(-c5ccccc5)nc34)cc([N+](=O)[O-])c2)cc1
-8.7,Cc1ccc(C(=O)Nc2cc(Cl)ccc2Cl)cc1C
10.8,Cc1nc(SC2CCCCN(C(=O)c3ccccc3)C2=O)c2c3c(sc2n1)CCCC3 (stereo not given)
0.7,COc1cccc(N2CCN(C3CC(=O)N(c4cccc(C(F)(F)F)c4)C3=O)CC2)c1 (stereo not given)
-9.6,N#CC1=C2CCCCC2C(N2CCCCC2)=NC1=S (stereo not given)
-1.1,O=C(NCCc1ccccc1)c1ccc(CS(=O)(=O)c2ccc(Br)cc2)o1
3.5,CCc1c(C)sc(NC(=O)CN(C)C)c1C(=O)OC
6.4,CCNC(=O)c1cn(CCc2ccccc2)cc(C(=O)N2CCCCC2C(=O)OC)c1=O (stereo not given)
0.6,CCSc1nnnn1-c1ccc2c(c1)OCO2
-7.7,CCOC(=O)C1=C(C)N=c2s/c(=C/c3ccc(I)cc3)c(=O)n2C1c1ccc2c(c1)OCO2 (stereo not given)
-6.2,CCOC(=O)c1c2c3ccccc3c3ccccc3c2cc2[n+]1CCc1ccccc1-2
1.9,C=CCC(=O)N1CCC2(CCCN(Cc3cccc(OC)c3OC)C2)C1 (stereo not given)
-7.0,Cc1ccc2c(CNC3CCC(C)CC3)c(C(=O)O)n(Cc3cccc(F)c3)c2c1 (stereo not given)
-10.0,COc1ccc(-c2nnc(Cl)o2)cc1
-3.7,Cc1ccc(C(=O)COC(=O)c2cc3ccccc3cc2O)cc1
5.6,NC(=O)c1c(NC(=O)c2cc(-c3ccccc3)nc3ccccc23)sc2c1CCCCCC2
6.7,COc1cccc(NC(=O)Cn2nnc(C(=O)NCc3cccs3)c2N)c1
4.6,Cc1cc(C)c(Cn2cnc3nc4c(cc3c2=O)CCCC4)c(C)c1
-6.4,C=CCN1CCN(c2ccncc2S(=O)(=O)NCC)CC1
1.1,Clc1cc(Cl)n2nc(SCc3ccccc3)nc2n1

5 entries from above, set out differently.
Structure,ROC1-CUL1 inh
Cc1ccc(C(=O)Nc2cc(Cl)ccc2Cl)cc1C,-8.7
Cc1nc(SC2CCCCN(C(=O)c3ccccc3)C2=O)c2c3c(sc2n1)CCCC3 (stereo not given),10.8
COc1cccc(N2CCN(C3CC(=O)N(c4cccc(C(F)(F)F)c4)C3=O)CC2)c1 (stereo not given),0.7
N#CC1=C2CCCCC2C(N2CCCCC2)=NC1=S (stereo not given),-9.6
O=C(NCCc1ccccc1)c1ccc(CS(=O)(=O)c2ccc(Br)cc2)o1,-1.1

Back to the main list with the 4 entries that preceded the break.
ROC1-CUL1 inh,molecule
6.7,COc1cccc(NC(=O)Cn2nnc(C(=O)NCc3cccs3)c2N)c1
4.6,Cc1cc(C)c(Cn2cnc3nc4c(cc3c2=O)CCCC4)c(C)c1
-6.4,C=CCN1CCN(c2ccncc2S(=O)(=O)NCC)CC1
1.1,Clc1cc(Cl)n2nc(SCc3ccccc3)nc2n1
5.0,CN(Cc1ccc(F)cc1)S(=O)(=O)c1nnc(NC(=O)c2ccccc2Cl)s1
2.3,CC1CCCCN1S(=O)(=O)c1ccc(Br)s1 (stereo not given)
-4.9,O=C(Cn1c(=O)oc2cc(S(=O)(=O)N3CCCCC3)ccc21)Nc1cccc(Cl)c1
2.1,CCOC(=O)C(C)NC(=O)c1c2c(nc3ccccc13)C(=O)N(C1CCCCC1)C2 (stereo not given)
-1.2,CCn1cc(Cl)c(C(=O)Nc2ccn(C34CC5CC(CC(C5)C3)C4)n2)n1
5.8,O=C(O)/C(Cl)=C(/Cl)C(=O)Nc1ccccc1C(F)(F)F
-8.9,COc1cccc(C2CC(=O)N=C3C2C(=O)N(C)c2ncnn23)c1OC (stereo not given)
0.6,O=C(NC(=S)Nc1cccc2ccccc12)C(c1ccccc1)c1ccccc1
7.8,CC(Cc1cccnc1)NC(=O)c1coc(CN2CCN(c3ncccn3)CC2)n1 (stereo not given)
-3.5,O=C(Cc1ccc(-c2ccccc2)cc1)NCCS(=O)(=O)N1CCN(c2ccc(F)cc2)CC1
-1.4,Cc1cc(C)n(CC(C)NC(=O)Cn2nnnc2CN2CCCC2)n1 (stereo not given)
2.3,CS(=O)(=O)NC1CCN([C@@H]2c3ccccc3C3(CCNCC3)[C@H]2O)CC1
9.9,Nc1nc(NC23CC4CC(CC(C4)C2)C3)nc(-c2cc(Cl)ccc2O)n1
-0.3,O=C1Nc2ccccc2C(=O)C1Sc1ccccc1 (stereo not given)
2.2,O=c1[nH]c2ccc(NCc3ccc(-c4ccc(F)cc4)o3)cc2[nH]1
-3.6,Cc1nn(C(=O)c2ccccc2F)c(C)c1S(=O)(=O)N1CCOCC1
3.7,O=c1/c(=C/c2ccccc2OCCCOc2ccc(Cl)cc2)sc2nc3ccccc3n12
-2.5,O=C(CCN1C(=O)/C(=C\c2ccc(F)cc2)SC1=S)Nc1ccc(O)cc1
-2.4,CSC(=S)OCC12CC3CC(CC(C3)C1)C2
-3.0,COc1ccc(S(=O)(=O)NCCc2csc(-c3ccc(F)cc3)n2)cc1

Next part
ROC1-CUL1 inh,molecule
8.2,O=C(NN1C(=O)/C(=C/c2c(Cl)cccc2Cl)SC1=S)c1cccnc1
3.2,CCOC(=O)c1c(SC)sc(C(C)=O)c1C
7.3,O=C1C2C3C=CC(C3)C2C(=O)N1c1ccc(Oc2ccc3ccccc3c2)cc1 (stereo not given)
1.1,Cc1ccc(SCc2nc(-c3ccc(C(=O)NCC(C)c4ccccc4)cc3)oc2C)cc1 (stereo not given)
